Source: PubChem (several laboratories)
PDI inh: inhibitors of human protein disulfide isomerase. inhibition, % at 10 µM. PDI insulin aggregation turbidity, A650, 90 min. 350,000 compounds, 0.052% hits. P07237;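 active means mean inhibition across replicates of 30% or more, whatever share of single replicates reach that level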;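 further: absorbance from insulin aggregation driven by PDI reduction with DTT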
Target sequence (P07237 whole entry, looked up): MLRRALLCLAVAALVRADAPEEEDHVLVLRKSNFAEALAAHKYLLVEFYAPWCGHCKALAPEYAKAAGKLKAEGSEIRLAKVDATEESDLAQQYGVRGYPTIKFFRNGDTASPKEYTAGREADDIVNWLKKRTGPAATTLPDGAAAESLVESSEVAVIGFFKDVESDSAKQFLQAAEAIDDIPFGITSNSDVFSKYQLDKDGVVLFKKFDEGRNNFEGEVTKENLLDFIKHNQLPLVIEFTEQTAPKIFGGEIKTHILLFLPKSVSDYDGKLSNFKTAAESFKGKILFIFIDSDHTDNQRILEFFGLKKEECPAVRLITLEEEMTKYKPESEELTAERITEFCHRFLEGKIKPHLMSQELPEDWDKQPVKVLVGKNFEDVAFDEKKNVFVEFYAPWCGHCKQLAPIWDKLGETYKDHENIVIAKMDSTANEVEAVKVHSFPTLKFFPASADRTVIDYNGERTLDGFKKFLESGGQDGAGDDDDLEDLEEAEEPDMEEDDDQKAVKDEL
Peg3 promoter: reduces Peg3 promoter-driven luciferase expression in HeLa; AID 588405; inhibition, % at 20 µM; HeLa PEG-Prom luciferase reporter, luminescence, overnight; 360,000 compounds, 1.7% hits;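 active means inhibition of at least 50% at 20 µM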
CaV13 FRET inh: Disruptors of the CACNA1D IQ motif to Ca2+-dependent inactivation inhibitor domain association, primary screening, Förster resonance energy transfer in intact living …; 340,000 compounds, 0.098% hits; HEK cells, CFP/YFP FRET ICDI-IQ, plate reader, 10 min; percent FRET-ratio fall versus neutral wells; inhibition, % at 12.3 µM;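 active means mean replicate inhibition of at least 30% and at least 1% of replicates passing that level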;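 further: 0% = median of the neutral control wells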
Vif inh: HIV Vif inhibition. HEK293T cells, Vif self-association by quenched fluorescence, imaging, 24 h. inhibition, % at 7.49 µM. 340,000 compounds, 0.35% hits; in the data active means inhibition above about 50%, passing the limit was not always enough; further: some results filed as inactive read as strong as hits
hiPSC survival: enhancers of human iPSC single-cell survival; 360,000 compounds, 0.044% hits; survival enhancement, % at 20 µM; hiPSC single-cell survival, ATPlite luminescence; 100% = ROCK inhibitor wells, 0% = DMSO; in the data active means survival enhancement above about 18%;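 further: cells exposed to compounds for 16 hours before the ATP read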
HIF-2a block: blocks HIF-2a reporter activity; 360,000 compounds, 0.72% hits; inhibition, % at 18.8 µM; 786-0 RCC cells HIF-2a reporter, luciferase luminescence, overnight;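 active means inhibition of the luminescence signal of 40% or more relative to plate controls, in a single-dose primary screen at 18.75 µM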
Exocytosis inh: blocks lytic granule exocytosis | TALL-104 LAMP-1 surface exposure, flow cytometry; cells stimulated with thapsigargin and PMA | inhibition, % at 10 µM | 360,000 compounds, 0.66% hits;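 active means inhibition above about 55%, limit read from the data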
aDG glyco act: alpha-DG glycosylation activation | Pro5-aDG cells, alpha-DG glycosylation AlphaScreen (IIH6); 0% Pro5, 100% B10-LARGE cell signal | activation, % at 10 µM | 360,000 compounds, 0.22% hits | AID 624168;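 active means activation of at least 8% versus controls, or a plate z-score of at least 8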;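 further: Pro5 are CHO cells carrying HIG-tagged alpha-DG that lacks glycosylation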
NR2E3 ag-1: human photoreceptor-specific nuclear receptor agonism; Q9Y5X4; CHO-S Gal4-NCOR/VP16-NR2E3 two-hybrid, luciferase; inhibition of corepressor binding, % at 3.98 µM; 360,000 compounds, 0.35% hits; AID 602229;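 active means inhibition above the mean of all tested compounds plus 3 SD, cut at about 70% in these data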;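 further: 0% = DMSO with NR2E3 transfected cells and 100% = cells lacking NR2E3 construct; higher means lower luciferase signal from less NR2E3 corepressor binding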
Target sequence (Q9Y5X4 whole entry, looked up, the tested form may be a part): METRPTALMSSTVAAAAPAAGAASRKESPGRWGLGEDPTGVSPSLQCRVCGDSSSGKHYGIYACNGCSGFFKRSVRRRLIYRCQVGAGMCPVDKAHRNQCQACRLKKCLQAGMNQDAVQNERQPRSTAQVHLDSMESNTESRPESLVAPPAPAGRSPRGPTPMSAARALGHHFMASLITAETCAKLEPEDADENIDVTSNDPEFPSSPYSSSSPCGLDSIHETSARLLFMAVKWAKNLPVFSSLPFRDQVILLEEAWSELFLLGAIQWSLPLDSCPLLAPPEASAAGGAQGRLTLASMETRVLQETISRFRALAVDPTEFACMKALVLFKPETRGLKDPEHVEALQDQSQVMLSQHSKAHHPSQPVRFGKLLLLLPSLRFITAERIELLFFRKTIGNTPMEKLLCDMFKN
NR2E3 ag-2: activates human photoreceptor nuclear receptor NR2E3; Q9Y5X4; GST-NR2E3/biotin-RetCOR TR-FRET, 1536-well; inhibition of corepressor binding, % at 4.78 µM; 320,000 compounds, 0.12% hits; AID 2300;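 active means percent inhibition above the cutoff of mean plus 3 SD of all tested compounds, set per screening campaign, cut at about 20% in these data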;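 further: 0% = DMSO wells and 100% = biotin wells as full block of FRET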
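Test system – NR2E3–RetCOR corepressor complex · Quantity – NR2E3 fusion 1.35 nM · Buffer or medium – Tris pH 7.5 · Incubation – Compound–protein incubation for 5 h at 4 °C · Technique – TR-FRET, Eu(K)-anti-GST donor, streptavidin-D2 acceptor, ex 340, em 617/671 nm · Evaluation – percent inhibition of 671/617 nm emission ratio versus biotin and DMSO controls · Plate – 1536-well format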
TRPM1 prom inh: inhibitors of MITF-driven TRPM1 promoter in melanoma cells; SK-MEL-5 TRPM1 promoter luciferase, 24 h; inhibition, % at 12.5 µM; 330,000 compounds, 0.83% hits;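 active means mean inhibition across replicates of 60% or more, whatever share of single replicates reaches that level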; further: values of inactives mirror those of a sister screen read the other way
* = called active by the depositor; . = no result given.

SMILES | PDI inh | Peg3 promoter | CaV13 FRET inh | Vif inh | hiPSC survival | HIF-2a block | Exocytosis inh | aDG glyco act | NR2E3 ag-1 | NR2E3 ag-2 | TRPM1 prom inh
O=C(CNC(=O)c1cccs1)Nc1ccncc1 | -5 | 1 | -7 | -2 | -0.3 | 11 | 0 | 0.0 | -9 | 0 | 4
C/C(=N/Oc1nc(C)cc(C)n1)c1ccccc1 | -1 | -71 | -4 | 4 | -1.7 | -126 | -1 | -0.1 | -31 | -2 | -26
O=C(CCC(=O)NC1CCCCCC1)Nc1nnc(C(F)(F)F)s1 | 13 | 15 | . | -3 | 2.9 | 5 | 1 | 0.1 | 8 | 0 | 13
O=C(Nc1ccn(-c2ccccc2)n1)c1ccccc1Br | -4 | -191 | 5 | 0 | -4.2 | -236 | -3 | 0.4 | -82 | 3 | -63
OCC1(Cc2ccc(F)cc2)CCCN(Cc2ccc(F)cc2Cl)C1 (configuration not stated) | 3 | 16 | 2 | 2 | -0.4 | 21 | 35 | 0.7 | 18 | -2 | -4
Cc1cc(/C=N/O)c(C)n1-c1ccccc1 | -2 | -45 | -23 | -13 | -2.9 | -38 | 0 | -0.3 | -8 | -2 | -3
COc1ccc2c(c1)C(=NO)c1cc(OC)ccc1-2 | 3 | -97 | -4 | -6 | -1.7 | -130 | -1 | 0.0 | -96 | -1 | -9
COc1cccc(CC2CC(=O)N(CCc3ccc4c(c3)OCO4)C2=O)c1 (configuration not stated) | -8 | 12 | -2 | -4 | 0.4 | -17 | 3 | 0.1 | -12 | 1 | 4
O=C(Nc1nccs1)c1ccccc1N=Cc1ccccc1 | 4 | -45 | 0 | 24 | -2.5 | -33 | 1 | 0.7 | -59 | 0 | -40
CN(C(=O)c1ccc(NC(=O)Cc2cccc(NC(=O)C3CCN(C(=O)C4CCCCC4)CC3)c2)cc1)C1CC1 | 6 | -27 | -4 | 10 | -0.1 | 4 | -5 | -0.2 | 2 | . | -7
COc1ccc(OCc2cc(C(=O)NCC3CCCCO3)no2)c(Cl)c1 (configuration not stated) | -9 | -177 | -3 | -4 | 0.7 | -216 | -1 | -0.2 | -83 | -1 | -49
C[C@@H]1CN([C@@H](C)CO)C(=O)c2cc(C#Cc3cccc(F)c3)cnc2O[C@H]1CN(C)C(=O)C1CCCCC1 | 9 | 4 | -6 | 5 | 4.4 | -6 | -3 | 0.3 | -9 | . | .
CN(C)C(=O)c1ccc2c(c1[N+](=O)[O-])C(=O)c1ccccc1C2=O | -1 | -88 | -6 | 0 | -2.2 | -138 | -8 | 0.9 | -37 | 0 | -13
CCCN1CCN(S(=O)(=O)c2ccc(-c3cc(C)no3)s2)CC1 | 4 | -1 | -15 | -4 | 0.0 | 1 | 0 | 0.2 | 21 | -1 | 8
C(=C\n1nnc2ccccc21)/c1ccccn1 | -3 | -253 | -10 | -8 | -0.6 | -168 | -2 | 0.1 | -156 | -2 | -41
O=C(O)c1ccc(OCC(F)(F)F)nc1 | 2 | 15 | -6 | 4 | -0.5 | 10 | 5 | -0.2 | 17 | 1 | 6
Nc1ccc2c3c(ccc([N+](=O)[O-])c13)CC2 | 1 | 4 | -9 | -6 | -0.8 | 13 | -10 | -0.5 | -41 | . | .
COc1ccc(-c2cc(-c3ccccc3)n3ncnc3n2)cc1 | 3 | 12 | -5 | 0 | -1.8 | -26 | -4 | 0.5 | -17 | -1 | -15
Fc1cc2[nH]c(=S)[nH]c2c(Br)c1N1CCSCC1 | -3 | -51 | -20 | -6 | -0.4 | -111 | -2 | -0.2 | -76 | 0 | 4
COc1cc(-c2nnc(COC(=O)CSCC(=O)Nc3cc(C)on3)o2)cc(OC)c1OC | 0 | 8 | -4 | 5 | 1.2 | 7 | -1 | -0.2 | -18 | -4 | 4
N/C(=N\OC(=O)Oc1ccccc1)c1cccc([N+](=O)[O-])c1 | 9 | 5 | -2 | 0 | -0.6 | 0 | -1 | 0.1 | -4 | 1 | -2
O=C(CNC(=O)c1ccc(Br)cc1)OC1CCOC1=O (configuration not stated) | -4 | 9 | -9 | . | -2.9 | 12 | -6 | -0.3 | -10 | . | .
COc1ccc(NC(=O)CSc2nc3c(c(=O)n2-c2ccc(F)cc2)SCC3)c(OC)c1 | 1 | 18 | . | -1 | -1.2 | 21 | -2 | 0.1 | -18 | 1 | 9
COc1ccc([C@@H]2C[C@H]3[C@@H](CN2S(=O)(=O)c2ccccc2)C(=O)C[C@@H](c2ccc(OC)cc2)N3S(=O)(=O)c2ccccc2)cc1 | . | -18 | -6 | 14 | 1.0 | 0 | -1 | -0.2 | -6 | . | .
FC(F)Sc1ccc(-n2c(-c3ccc(Cl)cc3)c[n+]3c2CCC3)cc1 | 1 | 2 | -1 | -4 | -0.6 | 6 | -2 | 0.2 | -64 | 10 | 47

(next part)
SMILES | PDI inh | Peg3 promoter | CaV13 FRET inh | Vif inh | hiPSC survival | HIF-2a block | Exocytosis inh | aDG glyco act | NR2E3 ag-1 | NR2E3 ag-2 | TRPM1 prom inh
CCOC(=O)C1=CN(CC)CCC1=O | 0 | -6 | -3 | -2 | 1.2 | 10 | -4 | -0.1 | -11 | . | -2
Cc1ccc[n+](CC(=O)c2ccc(NC(=O)c3ccccc3)cc2)c1C | 5 | -20 | -16 | -2 | -0.2 | 4 | -7 | 0.1 | -14 | -7 | .
CCN(CC(=O)Nc1c(F)cccc1F)C(=O)Cc1sc(C)nc1-c1ccc(F)cc1 | 0 | 13 | -2 | 1 | 0.9 | 12 | -3 | 0.7 | -14 | . | -1
COC(=O)c1ccccc1NC(=O)c1ccccc1N(C)S(=O)(=O)c1ccccc1 | -5 | 22 | -3 | 11 | 0.9 | 13 | -3 | 0.0 | 17 | -2 | 4
CC1CCN(c2c(NCC3CCC(C(=O)N4CCCCC4)CC3)c(=O)c2=O)CC1 (configuration not stated) | 7 | 9 | -7 | -2 | 0.9 | 13 | -8 | -0.2 | 15 | 1 | 8
CCON1C(=O)CN(C(=O)OC)C1c1ccc(Cl)cc1Cl (configuration not stated) | 2 | 9 | -5 | -2 | 2.7 | 6 | -1 | -0.1 | -16 | -1 | -4
COc1cc2c(cc1OC)CN(C(=O)C1CCN(S(=O)(=O)c3ccccc3F)CC1)CC2 | 7 | 7 | -2 | -6 | -0.2 | 7 | -8 | 0.0 | -5 | 2 | -15
O=C(COC(=O)c1ccc(OC(F)(F)F)cc1)NCCN1C(=O)CSC1=O | -1 | -1 | -2 | -3 | 0.2 | 7 | 8 | -0.1 | -7 | -1 | 1
COc1ccccc1CCNC(=O)CSc1nc(=O)[nH]c2c1CCC2 | 7 | 13 | -6 | . | 0.7 | 5 | -3 | 0.0 | -26 | 0 | 1
O=C(NC(=S)NNC(=O)c1ccccc1O)c1ccc(F)cc1 | 4 | -18 | 2 | -3 | 0.4 | -19 | 6 | 0.2 | -24 | -3 | 15
O=C1N=C(N2CCOCC2)SC1=Cc1ccco1 | 0 | -3 | -6 | 6 | -1.0 | -23 | -3 | 0.4 | -19 | . | -1
CCc1ccc(-n2c(Cn3nc(C(F)(F)F)cc3C)n[nH]c2=S)cc1 | 9 | 7 | -3 | 8 | -0.4 | 14 | 0 | 0.1 | -4 | 3 | 4
NCCCC(=O)N1c2ccccc2Sc2ccc(Cl)cc21 | -18 | -3 | -21 | 6 | -0.5 | 17 | 10 | 0.2 | 3 | -4 | -9
Cc1cc(C(=O)CSc2nnc(-c3cccc(F)c3)n2N)c(C)n1Cc1ccc2c(c1)OCO2 | 3 | 12 | -4 | -9 | -1.0 | 2 | 1 | 1.4 | 33 | 5 | 24
COc1ccc(Oc2ccccc2C#N)cc1 | 23 | -14 | 9 | 2 | 0.9 | -59 | -4 | 0.0 | 7 | 0 | -9
Cc1ccc(S(=O)(=O)NC(C)C(=O)OCC(=O)N(C)c2ccccc2)cc1 (configuration not stated) | -6 | 4 | -5 | -3 | 0.6 | -2 | -6 | 0.1 | 0 | 0 | 2
CC(=O)c1sc(Nc2nc(C)cc(C)n2)nc1C | -7 | -16 | . | -5 | 2.6 | -48 | -3 | -0.1 | -12 | -2 | 12
COc1ccc(-c2noc(CSc3nnc(Cc4ccccc4)n3-c3ccc(Cl)cc3)n2)cc1 | 15 | 15 | -4 | 4 | -1.5 | -10 | 22 | 0.3 | -27 | 0 | -5
CC(=O)NC(CC(=O)NCCN1C(=O)S/C(=C\c2ccccc2)C1=O)c1ccccc1 (configuration not stated) | 3 | 10 | -5 | 1 | 0.8 | 17 | -7 | -0.1 | 13 | -1 | 5
CCOC(=O)N(C)c1c(CC)nc2c(OCc3ccc(OC(F)F)cc3)cccn12 | 0 | 8 | -2 | -3 | 2.4 | 12 | -4 | 0.1 | 35 | . | .
COc1ccc(N(C(=O)c2ccco2)C(C(=O)NC2CCCC2)c2ccc(N3CCOCC3)cc2)c(OC)c1 (configuration not stated) | 7 | 4 | -4 | 18 | -0.6 | 2 | 13 | -0.2 | -15 | 3 | 5
Cc1ccc2[nH]c(-c3ccccc3)cc(=O)c2c1 | -3 | -194 | -11 | . | -3.2 | -152 | -5 | 0.2 | -96 | -1 | 13
CC(C)c1nnc(NC(=O)CCC(=O)NC2CC2)s1 | -5 | -9 | -6 | -8 | 0.0 | 4 | 1 | 0.0 | -15 | 0 | 15
CC1Cc2ccccc2N1C(=S)Nc1ccc(S(N)(=O)=O)cc1 (configuration not stated) | 0 | 19 | -6 | 3 | 1.0 | 10 | 4 | -0.1 | -1 | 4 | 5
CC(=O)c1sc(NC(=O)COc2ccc([N+](=O)[O-])cc2)nc1C | -5 | 8 | -6 | 98* | -0.3 | 19 | 3 | 0.1 | -8 | 1 | -7

An excerpt of these results, in markdown:
| Compound | PDI inh | Peg3 promoter | CaV13 FRET inh | Vif inh | hiPSC survival | HIF-2a block | Exocytosis inh | aDG glyco act | NR2E3 ag-1 | NR2E3 ag-2 | TRPM1 prom inh |
| --- | --- | --- | --- | --- | --- | --- | --- | --- | --- | --- | --- |
| NCCCC(=O)N1c2ccccc2Sc2ccc(Cl)cc21 | -18 | -3 | -21 | 6 | -0.5 | 17 | 10 | 0.2 | 3 | -4 | -9 |
| Cc1cc(C(=O)CSc2nnc(-c3cccc(F)c3)n2N)c(C)n1Cc1ccc2c(c1)OCO2 | 3 | 12 | -4 | -9 | -1.0 | 2 | 1 | 1.4 | 33 | 5 | 24 |
| COc1ccc(Oc2ccccc2C#N)cc1 | 23 | -14 | 9 | 2 | 0.9 | -59 | -4 | 0.0 | 7 | 0 | -9 |
| Cc1ccc(S(=O)(=O)NC(C)C(=O)OCC(=O)N(C)c2ccccc2)cc1 (configuration not stated) | -6 | 4 | -5 | -3 | 0.6 | -2 | -6 | 0.1 | 0 | 0 | 2 |
| CC(=O)c1sc(Nc2nc(C)cc(C)n2)nc1C | -7 | -16 | . | -5 | 2.6 | -48 | -3 | -0.1 | -12 | -2 | 12 |
